RNase H inhibition – RNase H inhibition, HIV 1 Gag Pol polyprotein, FRET biochemical assay, screening (AID 372); 0.77% of 100,000 active; one-dose inhibition, % at 10 µM; IC50 in µM for titrated hits; HIV-1 RT RNase H, FRET RNA/DNA substrate fluorescence; higher % means a stronger effect; in the data active means inhibition above about 50%
* marks the source's active call; other numbers are inactive results. This is a subset (hit frequency here may not be typical).

SMILES	RNase H inhibition
Cc1cccc(OCCOCCNCCN)c1C	0%
CCC12c3ccccc3C(c3ccccc31)C1C(=O)N(c3ccc(C)c(Br)c3)C(=O)C12 (stereo not drawn)	18%
O=[N+]([O-])c1cc(C(F)(F)F)cc([N+](=O)[O-])c1Nc1cccc(Cl)c1Cl	5%
Cc1ccc(N2C(=O)/C(=C/c3ccc(-c4cccc(Cl)c4Cl)o3)C(=O)NC2=S)cc1	22%
Cc1[nH]n(-c2cccc(C(F)(F)F)c2)c(=O)c1N=Nc1ccc(OC(F)F)cc1[N+](=O)[O-]	6%
O=C(NCc1ccccn1)c1cccc([N+](=O)[O-])c1	0%
COC(=O)c1ccc(NS(=O)(=O)/C=C/c2ccccc2)cc1	3%
Cc1onc(-c2ccccc2Cl)c1C(=O)Nc1nc(-c2ccc([N+](=O)[O-])cc2)cs1	22%
O=C(CC1Sc2ccc(C(F)(F)F)cc2NC1=O)Nc1ccc(N2CCCCC2)cc1 (stereo not drawn)	9%
Cc1cc(C)nc(NS(=O)(=O)c2ccc(NC(=S)Nc3ccccc3)cc2)n1	11%
O=C(O)CCCC(=O)NCc1ccc(C(=O)O)cc1	0%
COc1ccc(C(=O)N/N=C(/C)c2ccc3c4c(cccc24)CC3)cc1	15%
COc1cc(-c2n[nH]c(=S)n2-c2ccc(Br)cc2)cc(OC)c1OC	0%
Cc1ccc(/C=N/N2C(=O)C3C4C=CC(CC4)C3C2=O)cc1[N+](=O)[O-] (stereo not drawn)	10%
Cc1ccccc1NC(=O)/C=C/c1ccc([N+](=O)[O-])cc1	3%
N#CC1=C(N)OC2=C(C(=O)CC(c3ccccc3)C2)C1Cc1ccccc1 (stereo not drawn)	3%
O=C(O)CCCN1C(=O)/C(=C/C=C/c2ccccc2)SC1=S	3%
CCOC(=O)C1CCCn2c1nc1scc(-c3ccccc3)c1c2=O (stereo not drawn)	6%
Nc1cc(-c2cccc(Br)c2)nn1Cc1ccc(Cl)cc1	0%
Cc1ccc(NC(=O)CSc2nnc(NC(=O)CN3CCCCC3)s2)cc1	1%
Cc1ccc(C(=O)Nc2cc(C(F)(F)F)cc(C(F)(F)F)c2)cc1	0%
CCc1cc(C)cc(OCCOc2ccccc2/C=N/NC(C)=O)c1	12%
CCOc1ccc(NC(=S)NC(=O)c2ccc(F)cc2)c([N+](=O)[O-])c1	7%
CCN(CC)c1ccc(/C=C2/SC(N3CCOCC3)=NC2=O)cc1	36%
COC(=O)C(CCCC(C(=O)OC)C(=O)OC)C(=O)OC	4%
O=C1c2ccccc2C(=O)N1/N=C/c1cccc(OCc2ccccc2)c1	5%
CCc1ccc(NC(=O)CN(c2ccc(Br)cc2)S(=O)(=O)c2ccccc2)cc1	13%
COc1ccccc1OCCCN1CCCCC1	7%
Cc1cc2nc3s/c(=C\c4ccc(Cl)cc4)c(=O)n3c2cc1C	4%
Cc1cccc(OCC(=O)Nc2cc3c(C)cc(=O)oc3cc2C)c1	3%
O=[N+]([O-])c1cccc(N=Cc2c3ccccc3cc3ccccc23)c1	38%
COC(=O)CCCC(=O)Nc1cccc(C(F)(F)F)c1	5%
N#Cc1c2c(c(NCc3ccco3)n3c1nc1ccccc13)CCC2	16%
Cn1c(O)c(N=Nc2ccc(Br)cc2)c(=O)[nH]c1=O	5%
CCOC(=O)c1c(NC(=O)c2ccc(OC)cc2)sc(C(=O)Nc2cccc(Cl)c2C)c1C	3%
COc1cc(C(=O)NNC(=O)c2cccc(Cl)c2)cc(OC)c1OC	9%
O=C(NC1CCCCC1)C(Cc1ccccc1)N1C(=O)c2ccccc2C1=O (stereo not drawn)	13%
CCN(CC)c1ccc(C2C(C(=O)OC(C)C)=C(C)NC3=C2C(=O)CC(c2ccccc2)C3)cc1 (stereo not drawn)	7%
CCCCN(Cc1ccccc1)C(=O)C1CCN(Cc2cccc3ccccc23)CC1	28%
COc1ccc(N2C(=O)/C(=C/c3cc([N+](=O)[O-])cc(OC)c3O)SC2=S)cc1	21%

A second format for some results above.
Compound,RNase H inhibition
O=[N+]([O-])c1cccc(N=Cc2c3ccccc3cc3ccccc23)c1,38%
COC(=O)CCCC(=O)Nc1cccc(C(F)(F)F)c1,5%
N#Cc1c2c(c(NCc3ccco3)n3c1nc1ccccc13)CCC2,16%

Next part
SMILES	RNase H inhibition
COc1cccc(C2=NN(C(=O)COc3ccccc3)C(O)(C(F)(F)F)C2)c1 (stereo not drawn)	14%
COc1ccc(N=C(Sc2nc3ccccc3o2)c2ccc([N+](=O)[O-])cc2[N+](=O)[O-])cc1	34%
COC(OC)C12c3ccccc3C(c3ccccc31)C1C(=O)N(c3cccc(C)c3C)C(=O)C12 (stereo not drawn)	7%
CCOc1cccc(C2NC(=O)NC(C)=C2C(=O)OCC(F)(F)F)c1 (stereo not drawn)	2%
Cc1ccc(C)c(CN2CCC(C(N)=O)CC2)c1	0%
Brc1ccc(OCCCCCCN2CCOCC2)cc1	8%
CC(C)=C1C2C=CC1C1C(=O)N(c3ccccc3[N+](=O)[O-])C(=O)C21 (stereo not drawn)	10%
COCCNC(=O)c1ccccc1[N+](=O)[O-]	1%
COc1ccccc1/C=C(\NC(=O)c1ccccc1)C(=O)Nc1ccc(Br)cc1	6%
Cc1ccc(NC(=S)c2ccccn2)cc1	11%
Cc1ccc(-c2ccc(OCC(=O)NC(C)(C)C)cc2)cc1	8%
Cc1onc(-c2ccccc2)c1C(=O)NCc1ccccc1	2%
CCn1c(SCC(=O)c2ccccc2)nc2ccccc2c1=O	19%
CCOC(=O)C1=C(C)OC(N)=C(C#N)C1c1cc(OCC)ccc1OCC (stereo not drawn)	5%
O=C(Nc1ccc(OCc2ccccc2)cc1)c1ccc(CN2CCc3ccccc3C2)cc1	6%
O=C(Nc1ccc(Cl)c(Cl)c1)c1cccc([N+](=O)[O-])c1	11%
O=c1[nH]c(=O)n(-c2cccc(C(F)(F)F)c2)c(O)c1C=C1C=CC=N1	4%
O=C1CC(N2CCN(C/C=C/c3ccccc3)CC2)C(=O)N1c1cc(Cl)cc(Cl)c1 (stereo not drawn)	7%
Cc1ccc(N2C(=O)NC(=O)/C(=C\c3ccc(-c4ccc(C(=O)O)cc4C)o3)C2=O)cc1C	21%
COc1ccc(/C(C)=N/Nc2nc(Cl)c(C#N)c(Cl)c2Cl)cc1	2%

Part of the list above, with bars between the fields.
Structure | RNase H inhibition
Cc1onc(-c2ccccc2)c1C(=O)NCc1ccccc1 | 2%
CCn1c(SCC(=O)c2ccccc2)nc2ccccc2c1=O | 19%
CCOC(=O)C1=C(C)OC(N)=C(C#N)C1c1cc(OCC)ccc1OCC (stereo not drawn) | 5%
O=C(Nc1ccc(OCc2ccccc2)cc1)c1ccc(CN2CCc3ccccc3C2)cc1 | 6%
O=C(Nc1ccc(Cl)c(Cl)c1)c1cccc([N+](=O)[O-])c1 | 11%

New compounds follow.
SMILES	RNase H inhibition
COc1ccc(/C=C2\SC(=S)N(C(C)C(=O)O)C2=O)c(OC)c1 (stereo not drawn)	4%
Cc1ccc(OCCOc2ccc(Br)cc2/C=C2\SC(N)=NC2=O)cc1	29%
COc1ccc(/C=C/C(=O)NC(=S)Nc2c(C)cc(C)cc2[N+](=O)[O-])cc1OC	1%
CCOC(=O)C1=C(C)N=c2s/c(=C\c3ccccc3)c(=O)n2C1c1ccc(F)cc1 (stereo not drawn)	10%
O=C(Cc1ccc(Cl)cc1)N/N=C/c1cccs1	0%
CC(=O)N1c2ccccc2C(C)=CC1(C)C	3%
COc1cc2ccccc2cc1C(=O)Nc1ccc(F)c([N+](=O)[O-])c1	1%
Cc1ccccc1CSCC(=O)Nc1c(C)cccc1C	17%
O=C1NC(=S)NC(=O)C1=Cc1ccc(Cl)cc1Cl	12%
Cc1cc(C)cc(CC2CC(=O)N(c3ccc([N+](=O)[O-])cc3)C2=O)c1 (stereo not drawn)	1%
COc1cc(C=O)ccc1OCCCOc1ccc(C)cc1C(C)(C)C	37%
COc1ccc(/C=C2\C(=O)NC(=S)N(c3ccc(Br)cc3C)C2=O)cc1OC	0%
CCCCCc1ccc(-c2ccc(C(=O)Nc3ccc(Cl)c4c3C(=O)c3ccccc3C4=O)cc2)cc1	4%
COc1cccc(C(=O)/C=C/c2ccc(SC)cc2)c1	12%
CC1(C)CC(=O)C2=C(C1)NC1=C(C(=O)CC(C)(C)C1)C2c1ccccc1OCc1ccccc1	11%
O=C(Nc1ccc(S(=O)(=O)N2CCc3ccccc32)cc1)c1cccc([N+](=O)[O-])c1	9%
CCOC(=O)C1=C(C)N=c2s/c(=C\c3ccc(N(CC)CC)cc3OC)c(=O)n2C1c1ccc(N(C)C)cc1 (stereo not drawn)	8%
O=C(NC(=S)Nc1ccc(-c2nc3ncccc3o2)cc1)c1ccccc1I	12%
Cc1cccc(Nc2ccc([N+](=O)[O-])cn2)c1	11%
Cc1[nH]n(-c2ccccc2)c(=S)c1C=Nc1ccc([N+](=O)[O-])cc1[N+](=O)[O-]	15%

Reprinted from the part before: 6 entries, then new ones.
SMILES	RNase H inhibition
CC1(C)CC(=O)C2=C(C1)NC1=C(C(=O)CC(C)(C)C1)C2c1ccccc1OCc1ccccc1	11%
O=C(Nc1ccc(S(=O)(=O)N2CCc3ccccc32)cc1)c1cccc([N+](=O)[O-])c1	9%
CCOC(=O)C1=C(C)N=c2s/c(=C\c3ccc(N(CC)CC)cc3OC)c(=O)n2C1c1ccc(N(C)C)cc1 (stereo not drawn)	8%
O=C(NC(=S)Nc1ccc(-c2nc3ncccc3o2)cc1)c1ccccc1I	12%
Cc1cccc(Nc2ccc([N+](=O)[O-])cn2)c1	11%
Cc1[nH]n(-c2ccccc2)c(=S)c1C=Nc1ccc([N+](=O)[O-])cc1[N+](=O)[O-]	15%
COc1ccc(/C=N/NS(=O)(=O)c2ccccc2)cc1OCc1ccccc1	6%
CN1C(=O)NC(=O)/C(=C/c2ccc(-c3ccc(Cl)c(Cl)c3)o2)C1=O	20%
CCOc1cc(C2C(C#N)=C(N)OC3=C2C(=O)CC(c2ccccc2)C3)ccc1OC (stereo not drawn)	1%
CCCOc1cc(OCCC)cc(C(=O)Nc2ccc(C)cc2)c1	21%
O=C1CC(Nc2ccccc2)C(=O)N1c1ccc(N2CCOCC2)cc1 (stereo not drawn)	4%
O=C(c1c(F)cccc1Cl)n1nnc2ccccc21	4%
Cc1cc(Cl)ccc1NC(=O)C(=O)N/N=C/c1ccc(Cl)cc1Cl	1%
Cc1ccsc1/C=C(\C#N)c1nc(-c2ccc([N+](=O)[O-])cc2)cs1	8%
N#C/C(=C/c1ccc(OCc2cccc(C(=O)O)c2)cc1)C(=O)NCc1ccccc1	8%
CCc1ccc(S(=O)(=O)Nc2ccc([N+](=O)[O-])c3ccccc23)cc1	15%
O=C(NCCc1ccccc1)NC1CCCCC1	15%
Cc1ccc(N(C(=O)COc2ccc(F)cc2)C2C=CS(=O)(=O)C2)cc1 (stereo not drawn)	7%
CCOc1cccc(NC(=O)/C(C#N)=C/c2cc(C)n(-c3ccc(C)cc3)c2C)c1	3%
O=C(Nc1cccc(NC(=O)c2ccc(Cl)cc2Cl)c1)c1ccc2ccccc2c1	14%
CCCCOc1ccc(C(=O)NC(=S)Nc2ccc([N+](=O)[O-])cc2)cc1	4%
O=[N+]([O-])c1ccc(-n2ncnc2-c2cccc([N+](=O)[O-])c2)cc1	7%
Cc1cc(C(=O)N=Nc2c(O)n(Cc3ccccc3)c3ccc(Br)cc23)n[nH]1	9%
CCOc1ccc(NC(=O)/C=C/c2ccc(OCc3ccc(Cl)cc3)c(OC)c2)cc1	9%
COc1ccc(C(=O)Nc2cc(-c3nc4ccccc4s3)ccc2C)cc1	6%
CCOC(=O)c1c(C)[nH]c2ccc(OC(C)=O)cc12	6%

Two records drawn at random from those above:
SMILES	RNase H inhibition
O=C(NCCc1ccccc1)NC1CCCCC1	15%
N#C/C(=C/c1ccc(OCc2cccc(C(=O)O)c2)cc1)C(=O)NCc1ccccc1	8%

Other compounds follow:
SMILES	RNase H inhibition
Clc1ccc(/C=N\N2CCN(C(c3ccccc3)c3ccccc3)CC2)cc1	15%
Cc1ccc(-n2nc3ccc(NC(=O)c4cc(Cl)ccc4I)cc3n2)cc1	19%
O=C(O)c1ccc2c(c1)C(=O)N(c1ccc(-c3nc4ccccc4c(=O)o3)cc1)C2=O	6%
Cc1oc(/N=C/c2cccc(I)c2)c(C#N)c1C	3%
Cc1ccc(C(=O)O)cc1-c1ccc(/C=C2\C(=O)NC(=O)N(c3cccc(Br)c3)C2=O)o1	22%
Cc1ccc(C(=O)Oc2ccccc2C=C2C(=O)NC(=S)NC2=O)cc1	6%
CCOC(=O)CSc1nnc(CCCN2C(=O)c3cccc4cccc(c34)C2=O)n1-c1ccccc1	15%
COc1ccc(COC(=O)C2=C(C)NC3=C(C(=O)CC(C)(C)C3)C2c2ccc(SC)cc2)cc1 (stereo not drawn)	12%
Brc1ccccc1OCCCN1CCCC1	0%
CCc1ccc(OCC(=O)Nc2ccc3c(c2)C(=O)c2ccccc2C3=O)cc1	27%
COC(=O)COc1c(Cl)cc(/C=C(/C#N)C(=O)Nc2ccc(OC)cc2)cc1OC	7%
O=C1/C(=C/c2ccccc2[N+](=O)[O-])SC(=S)N1c1cccc(C(F)(F)F)c1	19%
Cc1ccccc1CN1CCN(C(=O)C(c2ccccc2)c2ccccc2)CC1	4%
N#Cc1ccccc1N=C1N=C(N)c2ccccc21	0%
Cc1cc(N2CC(C)OC(C)C2)n2c(nc3ccccc32)c1C#N (stereo not drawn)	0%
COc1cc2c(cc1OC)C(C)N(CC(=O)O)CC2 (stereo not drawn)	0%
O=[N+]([O-])c1ccc(Nc2nc(-c3ccccc3)cc(-c3ccccc3)n2)cc1	13%
O=C(COc1ccc(Cl)cc1Br)NNC(=O)c1ccccc1O	2%
C=CCN1C(=O)/C(=C/c2cc(I)ccc2O)SC1=S	38%
CC1(C)CC(NCCC#N)CC(C)(C)N1	6%
